Bioassay records: PubChem BioAssay, The Scripps Research Institute Molecular Screening Center
TbREL1 primary = TbREL1 RNA ligase inhibitors, primary screen, biochemical, FRET fluorescence; inhibition, % at 9.66 µM; actives 0.49% (n = 89,000); RNA-editing ligase 1, mitochondrial (Trypanosoma brucei brucei), P86926; AID 1117264, 2014; TbREL1 RNA ligation;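 active means inhibition above the mean inhibition across all screened compounds plus 3 SD, cut at about 11% in these data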;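 further: 0% = plate median of test wells and 100% = NSC42067 control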
Target sequence (P86926 whole entry, looked up): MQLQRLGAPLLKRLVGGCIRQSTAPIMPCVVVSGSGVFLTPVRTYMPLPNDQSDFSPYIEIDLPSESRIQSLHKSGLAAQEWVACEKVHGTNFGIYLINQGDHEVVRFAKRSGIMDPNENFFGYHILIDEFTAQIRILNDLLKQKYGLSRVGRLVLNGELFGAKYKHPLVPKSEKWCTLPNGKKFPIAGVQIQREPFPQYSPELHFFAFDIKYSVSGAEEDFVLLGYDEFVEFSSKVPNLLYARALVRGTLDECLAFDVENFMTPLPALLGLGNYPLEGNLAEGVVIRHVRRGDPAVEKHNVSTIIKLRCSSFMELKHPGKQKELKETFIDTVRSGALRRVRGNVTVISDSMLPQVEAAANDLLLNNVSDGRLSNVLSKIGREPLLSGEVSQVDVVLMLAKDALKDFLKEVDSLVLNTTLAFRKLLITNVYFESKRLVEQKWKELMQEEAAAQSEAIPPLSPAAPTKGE
Numbers without * were called inactive.

SMILES	TbREL1 primary
Cc1cc(C)cc(Cn2cc(CN3CC(N4CCSCC4)CS3(=O)=O)nn2)c1 (stereo unspecified)	-1
COC(=O)c1sccc1NC(=O)c1ccccc1C(=O)O	-2
O=C(Nc1ccccc1)c1ccc(S(=O)(=O)NCC2CCCO2)cc1 (stereo unspecified)	6
CCc1ccc(N2CC(C(=O)Nc3cccnc3)CC2=O)cc1 (stereo unspecified)	-1
O=C1S/C(=C/c2ccc(N3CCOCC3)o2)C(=O)N1Cc1c(F)cccc1Cl	-2
CCC(=O)Nc1cccc2cccnc12	1
CCOc1ccccc1C1C2CCCCC2(O)CCN1C(=O)c1cccs1 (stereo unspecified)	-4
COCCn1c(C(=O)N2CCCC2)cc2c1C[C@H]1CN(C(=O)c3ccccc3)[C@@](Cc3ccc(F)cc3)(C(=O)OC)[C@@H]21	-3
COC(=O)CC1CCc2cc(C)cc(C(CC(C)C)NC(=O)[C@H](CC(C)C)NC(=O)OCc3ccccc3)c2O1 (stereo partly specified)	-1
CCOC(=O)N1CCN(C(=O)C2CCCN(c3nc4ccc(OCC)cc4s3)C2)CC1 (stereo unspecified)	-1
CCCc1cc(C(=O)Nc2cccc3ccccc23)n(C)n1	3
CCCCNC(=O)[C@H](CSCc1ccccc1)N1Cc2ccccc2C1=O	-3
CCOC(=O)c1ccccc1NC(=O)CSc1nc(N)cc(=O)[nH]1	0
Cc1ccc(C)c(Cn2nnc3c(=O)[nH]c(C(=O)NCC4CCCO4)nc32)c1 (stereo unspecified)	1
O=S(=O)(c1ccc2ccccc2c1)N1CCCOC1	1
COc1cc(C(=O)N(Cc2ccco2)Cc2cc3ccccc3[nH]c2=O)cc(OC)c1OC	-3
CC(C)c1onc(C(=O)Nc2cccc(O)c2)c1[N+](=O)[O-]	0
CCCc1nc2n[nH]c(N)c2c2c1COC(C)(C)C2	2
O=C(Nc1nnc([C@@H]2C[C@H](O)[C@@H](CO)O2)s1)NC1CCCCC1	-1
CC1(c2ccc3c(c2)OCCCO3)NC(=O)N(CC(=O)NCCc2ccccc2)C1=O (stereo unspecified)	1
CN1C[C@H]2CON(C)[C@H]2C[C@H]1c1cccc(N2CCOCC2)c1	-2
O=C(/C=C/Nc1ccc(F)cc1F)c1ccco1	-1
COc1ccc(S(=O)(=O)N(CCc2ccccc2)CC(=O)N/N=C/c2ccc3c(c2)OCO3)cc1	3
CN(C(=O)c1ccc(NC(=O)Cc2ccc(NC(=O)C3CCN(C(=O)C4CC4)CC3)cc2)cc1)C1CC1	-1

Three compounds from above, ordered by the value under TbREL1 primary, falling.
SMILES	TbREL1 primary
CCCc1nc2n[nH]c(N)c2c2c1COC(C)(C)C2	2
CN(C(=O)c1ccc(NC(=O)Cc2ccc(NC(=O)C3CCN(C(=O)C4CC4)CC3)cc2)cc1)C1CC1	-1
CN1C[C@H]2CON(C)[C@H]2C[C@H]1c1cccc(N2CCOCC2)c1	-2

Next records follow.
SMILES	TbREL1 primary
C/C(=N\Nc1nc(-c2ccccc2O)nc2ccccc12)c1ccccc1	4
CN(Cc1ccccc1)C(=O)c1ccc(S(=O)(=O)N(C)c2ccccc2)cc1	-3
Cc1ccccc1-c1cc(C(=O)NCc2ccco2)nn1CC1CC(c2cccc([N+](=O)[O-])c2)=NO1 (stereo unspecified)	-1
COc1ccc(C(=O)c2ccc(Cl)cc2)cc1	2
CCc1ccc(NC(=O)c2ccc3nc(N)sc3c2)cc1	0
O=C(Nc1cccc(Cn2cccn2)c1)c1cc2c(s1)CCCC2	3
O=C(CCOc1ccccc1)Nc1ccnn1C1CCN(Cc2ccc(O)cc2)CC1	-2
Nc1nc2ccc(NC(=O)c3ccco3)cc2s1	0
COC(=O)[C@]12CCCCC=C1N(CCC1=CCCCC1)C(=O)[C@H](CC(=O)NCc1cccc(C(F)(F)F)c1)C2	-2
Cc1ccc(Cn2ccsc2=NC(=O)COC(=O)C(C)C)cc1	-5
CCCCCCCCN1C(=O)[C@@H](CC(=O)N2CCN(C(=O)c3ccco3)CC2)C[C@@]2(C(=O)OC)C1=C[C@H](C(C)C)O[C@@H]2C1CC1	-3
COC(=O)C[C@H]1C[C@H]2c3cc(NC(=O)Nc4ccc(F)cc4)ccc3O[C@H]2[C@@H](CO)O1	0
O=C(O)C1CCCN1S(=O)(=O)c1ccccc1 (stereo unspecified)	3
CC1CCCC(NS(=O)(=O)c2ccc3c(c2)OCCO3)C1C (stereo unspecified)	-3
Cc1nc2ccc(NC(=O)c3cc(F)cc(F)c3)cc2c(=O)[nH]1	3
COC(=O)c1c(NC(=O)CN2C(=O)C(=O)N(CC(C)C)C2=O)sc2c1CCCCC2	0
Cc1cc(-c2ccccc2)n(-c2ccc(C(=O)N3CCN(c4ncccn4)CC3)cc2)n1	-4
COCCOC(=O)N(C)C[C@@H]1OCCCC[C@H](C)Oc2ccc(NC(=O)Nc3ccccc3)cc2C(=O)N([C@@H](C)CO)C[C@H]1C	-3
O=C(Cc1cccs1)N1CCN(S(=O)(=O)c2ccccc2)CC1	-2
COc1ccc(NC(=O)c2ccccc2NC(=O)C2CCCO2)cc1 (stereo unspecified)	1
COc1ccc(Cn2cc(CN3CC(N4CCN(C5CCN(C)CC5)CC4)CS3(=O)=O)nn2)cc1 (stereo unspecified)	3
Fc1ccc(F)c(NC2=NCCCCC2)c1	0
COCCCNC(=S)NNC(=O)c1ccc2c(c1)OCO2	2
CCCCOC(=O)Nc1cccc(C(C)=O)c1	-2

Ordered by molar mass (largest number first): some entries from above.
SMILES	TbREL1 primary
COCCOC(=O)N(C)C[C@@H]1OCCCC[C@H](C)Oc2ccc(NC(=O)Nc3ccccc3)cc2C(=O)N([C@@H](C)CO)C[C@H]1C	-3
CCCCCCCCN1C(=O)[C@@H](CC(=O)N2CCN(C(=O)c3ccco3)CC2)C[C@@]2(C(=O)OC)C1=C[C@H](C(C)C)O[C@@H]2C1CC1	-3
COC(=O)[C@]12CCCCC=C1N(CCC1=CCCCC1)C(=O)[C@H](CC(=O)NCc1cccc(C(F)(F)F)c1)C2	-2
COc1ccc(Cn2cc(CN3CC(N4CCN(C5CCN(C)CC5)CC4)CS3(=O)=O)nn2)cc1 (stereo unspecified)	3
COC(=O)c1c(NC(=O)CN2C(=O)C(=O)N(CC(C)C)C2=O)sc2c1CCCCC2	0
O=C(CCOc1ccccc1)Nc1ccnn1C1CCN(Cc2ccc(O)cc2)CC1	-2
O=C(Cc1cccs1)N1CCN(S(=O)(=O)c2ccccc2)CC1	-2
COc1ccc(NC(=O)c2ccccc2NC(=O)C2CCCO2)cc1 (stereo unspecified)	1
O=C(Nc1cccc(Cn2cccn2)c1)c1cc2c(s1)CCCC2	3
Cc1ccc(Cn2ccsc2=NC(=O)COC(=O)C(C)C)cc1	-5
CC1CCCC(NS(=O)(=O)c2ccc3c(c2)OCCO3)C1C (stereo unspecified)	-3
Cc1nc2ccc(NC(=O)c3cc(F)cc(F)c3)cc2c(=O)[nH]1	3
COCCCNC(=S)NNC(=O)c1ccc2c(c1)OCO2	2
CCc1ccc(NC(=O)c2ccc3nc(N)sc3c2)cc1	0
Nc1nc2ccc(NC(=O)c3ccco3)cc2s1	0
O=C(O)C1CCCN1S(=O)(=O)c1ccccc1 (stereo unspecified)	3
Fc1ccc(F)c(NC2=NCCCCC2)c1	0

(cont.)
SMILES	TbREL1 primary
C=CCN(CC=C)C(=S)NC(=O)c1ccc(C)c(Br)c1	-3
c1ccc(CN2CCN(c3ncnc4sccc34)CC2)cc1	5
C=CC(=O)NC1CCCCN(C)C1=O (stereo unspecified)	3
COc1ccccc1NS(=O)(=O)CC12CCC(CC1=O)C2(C)C (stereo unspecified)	-2
COc1ccc(Cc2c(-c3cccc(Br)c3)nc3cc(C)c(Br)c(C)n23)c(C)c1	4
Cc1ccc(NC(=O)CCCN2C(=O)NC(C)(C)C2=O)cc1	1
CN(C(=O)C1CCOC1)c1nnc(-c2cnccn2)s1 (stereo unspecified)	0
CCOc1ccc(Cc2c(Cl)nc(SC)nc2OC)cc1	6
Cc1noc(C)c1COC(=O)c1cc(C)n(-c2ccccc2)c1C	-4
CCc1ccc(OCC(=O)NC(NC(=S)Nc2ccccc2)C(Cl)(Cl)Cl)cc1 (stereo unspecified)	-4
CCCCC(CCc1ccccn1)C(=O)c1ccccc1 (stereo unspecified)	0
O=C(C1CCCN(Cc2ccccc2)C1)N1CCc2ccccc2C1 (stereo unspecified)	2
Cc1cccc(NS(=O)(=O)c2ccc(NS(=O)(=O)c3cccs3)cc2)c1	-1
COc1ccc(/C=N/NC(=O)CC(=O)NCc2cccnc2)cc1	5
N#CC1CCCc2c1[nH]c1ccc([N+](=O)[O-])cc21 (stereo unspecified)	3
COC(=O)[C@@]1(Cc2ccc(F)cc2)[C@H]2c3cc(C(=O)N4CCCC4)n(C[C@H](O)CO)c3C[C@H]2CN1C(=O)c1ccccc1	-4
c1ccc(C2c3[nH]c4ccccc4c3CCN2Cc2cccn2-c2ccccn2)nc1 (stereo unspecified)	3
O=C(O)C(Cc1cc2ccccc2[nH]1)N1C(=O)C2CC=C(Cl)CC2C1=O (stereo unspecified)	2
CC1=[N+]([O-])C(C)(C)CC(C)(C)c2ccccc21	3
c1ccc(-c2ccccc2OCc2nnc3n2CCC3)cc1	2
CC(NC(=O)C(c1ccccc1)c1ccccc1)C(=O)N1CCCCC1 (stereo unspecified)	-2
Fc1ccc(-n2nnc(-c3nccs3)n2)cc1	6
Cc1cccc(-c2nc(CSCC(=O)NCCCN3CCOCC3)c(C)o2)c1	0
O=C(COC(=O)C1(c2ccccc2F)CCCC1)NCc1ccc2c(c1)OCO2	-1
CC(=O)c1sc(Nc2ccc(Oc3ccccc3)cc2)nc1C	1
CCOC(=O)N1CCN(C(=O)COC(=O)C2CCN(S(=O)(=O)c3ccc(C)c(C)c3)CC2)CC1	0
COc1cccc(-c2cc3nc(-c4ccco4)cc(N4CCN(C(C)=O)CC4)n3n2)c1	6
N#C/C(=C\c1c(N2CCC(C(N)=O)CC2)nc2ccccn2c1=O)S(=O)(=O)c1ccccc1	1
Cc1cc(C)cc(N(CC(=O)NC2CCC(C)CC2)S(=O)(=O)c2ccc([N+](=O)[O-])cc2)c1 (stereo unspecified)	-1
Nc1ncnc2c1ncn2[C@@H]1O[C@H](C(=O)N[C@@H](CCc2ccccc2)C(=O)N2CCN(C(=O)C(F)(F)F)CC2)[C@@H](O)[C@H]1O	2
O=C(CC1Oc2ccccc2NC1=O)NCCCN1CCOCC1 (stereo unspecified)	-1
COc1cccc(CN2CC(C(=O)NCCCc3ccncc3)CCC2=O)c1 (stereo unspecified)	-2
O=C1C=CC(=O)N1CCNc1ncc(C(F)(F)F)cc1Cl	0
CC1=NNC(=O)C1CC(=O)N/N=C/C(Br)=C/c1ccccc1 (stereo unspecified)	-2
Cc1cnc(C(=O)OCC(=O)Nc2ccc(Br)cc2F)cn1	4
CCOC(=O)NN1C(=O)c2ccccc2NC1c1ccccc1 (stereo unspecified)	6
Cc1c(C(=O)OCC(=O)N2CCCC(C)C2)oc2ccccc12 (stereo unspecified)	3
N#CCC(=O)N1CCN(C(c2ccccc2)c2ccccc2)CC1	-3
COc1ccc(Cl)cc1S(=O)(=O)NC(C)C(=O)NCc1ccc2c(c1)OCO2 (stereo unspecified)	-4
CCOc1ccc(S(=O)(=O)N2CCOCC2)cc1NC(=O)CSCC(=O)Nc1ccc(OC)cc1	-3
CCOC(=O)[C@]12CCCC=C1N(Cc1ccc(OC)cc1)C(=O)[C@@H]2CC(=O)NCc1cccc(C(F)(F)F)c1	-2
COCCCNC(=O)C12CCC(C)(C(=O)C1)C2(C)C (stereo unspecified)	3
COc1ccccc1N1CCN(CC(=O)Nc2cccc(F)c2)CC1	-1
Fc1ccccc1-c1nc2ncccc2o1	2
Cc1nc(C(=O)N(C)C)nn1-c1cc(Cl)ccc1Cl	1
CCOC(=O)C1CCN(C(=S)NC(=O)c2cccs2)CC1	-1
CCCN(CC(=O)Nc1ccccc1C)C(=O)c1ccc(N2CCOCC2)c([N+](=O)[O-])c1	1
Cc1c(NS(=O)(=O)c2cccc(C(=O)NCc3ccccc3)c2)c(=O)n(-c2ccccc2)n1C	3
CCC(c1nnnn1-c1ccc2c(c1)OCCO2)N1CCc2ccccc2C1 (stereo unspecified)	-3
COc1ccccc1C/C(N)=N/OC(=O)COc1cccc(C)c1C	4
COc1ccc(/C=C2\N=C(C)N(c3ccc(C(=O)O)cc3)C2=O)cc1OC	-1
Cc1ccc(C)c(S(=O)(=O)N2CCCC2CNC(=O)C(=O)NC2CC2)c1 (stereo unspecified)	1
C/C(O)=C\c1nc2ccccc2oc1=O	0
Cc1ccsc1/C=N/NC(=O)c1ccc(Cn2cc(Br)cn2)o1	-3
COc1ccc(C(C(=O)NCc2ccccc2)N(C(=O)c2snc(C(N)=O)c2N)c2ccccc2OC)cc1 (stereo unspecified)	-1
O=C(Nc1cccc(Cc2ccccc2)c1)Nc1ccc2nc([C@@H]3O[C@H](CO)[C@@H](O)[C@H](O)[C@H]3O)[nH]c2c1	2
Cc1nc(SCc2nc3c(F)cccc3[nH]2)c2oc3ccccc3c2n1	0
O=C(N/N=C/c1cc(Br)c(O)c(Br)c1O)c1ccc2c(c1)OCCO2	3
N#Cc1ccc(S(=O)(=O)N2CCC(N3CCCCC3)CC2)cc1	-3
N#Cc1ccccc1OCC(O)CS(=O)(=O)c1ccccc1 (stereo unspecified)	0

Other records:
SMILES	TbREL1 primary
Cn1cncc1C(=O)c1ccccc1	-2
Cc1ccc(Oc2ccc(-c3nc(N)nc(N)n3)cc2)cc1	4
O=C(CN1C(=O)CSC1=O)NC1CCCCC1	-1
Cc1cccc2nnc(-c3ccccc3)n12	2
Cc1cccc(-c2cc(C(=O)Nc3ccc4c(c3)OCCO4)c3ccccc3n2)c1	0
NC(=O)c1cc(-c2ccccc2)nc(N2CCOCC2)n1	-3
C=CCN(CC(=O)NC1CC1)S(=O)(=O)c1cccc(C(F)(F)F)c1	0
COc1ccc(-c2ccc(CN3C(C(C)C)C(=O)N(Cc4cn(CC5CCCCC5)nn4)CCS3(=O)=O)cc2)cc1 (stereo unspecified)	6
CC1=C(C(=O)OCc2ccccc2)C(c2ccc(C(F)(F)F)cc2)NC(=O)N1CCCCCC(=O)O (stereo unspecified)	2
COc1cc(-c2noc(CCC(N)=O)n2)cc(OC)c1OC	7
Cc1ccc(NCCC(=O)c2ccc(Cl)cc2)cc1C	-1

These rows are one share of the data; rates above refer to the full screens.
